Screening data deposited in PubChem BioAssay by National Center for Advancing Translational Sciences (NCATS).
N370S GC: inhibits or activates N370S mutant glucocerebrosidase; actives 0.092% (n = 330,000); P04062; N370S GC spleen homogenate, 4MU-glucoside fluorescence; Potency, µM (titrated, usually from 59.4 µM), for inactives: at the top dose activity change, negative = inhibition, actives largely listed as inhibitors;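 note: 0% = full enzyme activity and -100% = no enzyme basal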
DT40 TDP1 CPT: growth inhibition of DT40 Tdp1-/-;hTDP1 cells with camptothecin (screen for TDP1 inhibitors) | chicken DT40 Tdp1-/-;hTDP1 cells + 20 nM CPT, ATP luminescence, 48 h | Potency, µM (series often up to 46.2 µM), for the others: top-dose activity change, negative = growth inhibition, usual class: inhibitors | actives 12% (n = 420,000) | AID 686979; note: nearly all actives have a fitted effect of over 55% in size
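Chicken DT40 Tdp1-/- cells stably complemented with human TDP1 were seeded at 400 cells/well in medium containing 20 nM camptothecin, exposed to pin-transferred compounds, and grown at 37 °C for at least 48 hr. Viability was read as ATP luminescence.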
FEN1 inh: human FEN1 inhibition; P39748; Recombinant FEN1 flap cleavage, fluorescence, 15 min; Potency, µM (titrated, usually from 114 µM), for the others: at the top dose activity change, negative = inhibition, actives largely listed as inhibitors; actives 0.35% (n = 390,000); note: nearly all actives have a fitted effect of over 65% in size
Target sequence (P39748 whole entry, looked up): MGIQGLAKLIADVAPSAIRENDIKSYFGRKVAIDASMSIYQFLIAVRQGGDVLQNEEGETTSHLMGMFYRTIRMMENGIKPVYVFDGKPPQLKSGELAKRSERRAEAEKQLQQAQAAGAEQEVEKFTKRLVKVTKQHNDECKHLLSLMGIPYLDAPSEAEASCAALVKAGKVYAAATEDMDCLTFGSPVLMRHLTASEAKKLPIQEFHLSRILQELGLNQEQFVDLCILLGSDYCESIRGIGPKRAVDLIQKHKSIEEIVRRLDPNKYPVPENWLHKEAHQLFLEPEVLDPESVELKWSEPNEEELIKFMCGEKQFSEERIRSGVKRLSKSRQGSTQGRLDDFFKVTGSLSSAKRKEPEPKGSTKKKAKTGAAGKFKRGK
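Steps: FEN1 (10 nM) dispensed; compound added by pin tool; 15 min at room temperature; substrate added to 50 nM final; reads at 0 min and 15 min; data normalized and fitted (four-parameter Hill).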
Starred values were filed as active, the others as inactive; ? = inconclusive; . = no result given; [ ] = another dose, or the depositor's remark. Calls come from the whole dose curve; as a rule, active = well fitted curve in the direction sought with a large enough effect; inconclusive = small, poorly fitted or top-dose-only effect, or another doubt; inactive = no such curve, though single readings can be large; an effect the other way counts as inactive or inconclusive. Unless noted, % is set by controls: 0 for no effect and ±100 for the full control effect; potency is the fitted concentration of half-maximal effect. Some of the compounds tested, so the mix of outcomes need not match the whole.

SMILES	N370S GC	DT40 TDP1 CPT	FEN1 inh
CCC(C)Oc1ccc(C(=O)Nc2ccc(CN3CCOCC3)cc2)cc1 (configuration not stated)	-16.4%	20.6µM*	-8.6%
COc1ccc(N(CC(O)Cn2c(C)nc3ccccc32)S(=O)(=O)c2ccccc2)cc1 (configuration not stated)	17.5%	-26.4%	5.6%
CC(=O)Oc1ccc(-c2nc3cc(Cl)ccc3c(=O)o2)cc1	-8.1%	32.6%[activator]	-5.4%
CC1CCN(S(=O)(=O)c2cccc(C(=O)NC3CCCC3)c2)CC1	-7.3%	?	4.4%
CCOC(=O)[C@H]1[C@H]2COc3cc(OC)ccc3[C@@H]2N2C(=O)N(c3ccc(Br)cc3)C(=O)[C@@]12C	-1.4%	25.9µM*	-21.3%
Cc1ccc(S(=O)(=O)NCc2ccc3c(c2)OCO3)cc1C	-4.7%	-3.4%	-12.1%
CCSc1nc2sc3c(c2c(=O)[nH]1)CCc1ccccc1-3	1.1%	-16.3%	16.4%
CC(C)OC(=O)c1c(NC(=O)c2ccco2)sc2c1CCCCC2	.	-0.2%	1.5%
Cc1c(NS(=O)(=O)c2cccc(C(=O)Nc3cccc(F)c3)c2)c(=O)n(-c2ccccc2)n1C	-9.9%	?	-1.6%
O=C(COc1ccc(Cl)cc1)OCC(=O)N1CCCCCC1	0.5%	-2.8%	-0.5%
Cc1cccc(NC(=O)CCn2nc(C)cc2C)c1	4.1%	-3.6%	-1.8%
O=[N+]([O-])c1ccc(N/N=C/c2ccccc2)c(F)c1	-4.2%	-24.1%	-0.7%
O=C1N[C@@H](Cc2c[nH]c3ccccc23)C(=O)N[C@H]1Cc1ccccc1	.	0.7%	0.9%
CN(C(=O)COC(=O)C(C)(C)Oc1ccc(Cl)cc1)c1c(N)n(Cc2ccccc2)c(=O)[nH]c1=O	-5.4%	-25.4%	-3.6%
CCO[C@H]1OC(C(=O)Nc2ccccc2)=C[C@@H](c2ccc(C(F)(F)F)cc2)[C@@H]1CCCO	?	14.6µM*	-19.8%
Cc1cc(Br)ccc1OCC(=O)NNC(=O)C(=O)Nc1ccccc1	7.5%	11.7%	-13.4%
O=C1CCC([N+](=O)[O-])C(c2ccc3c(c2)OCO3)N1 (configuration not stated)	-12.5%	-4.7%	7.9%
Cc1cc(C(=O)NN=Cc2ccc(OC(=O)c3ccco3)cc2)c(C)o1	.	?	-6.0%
COc1ccccc1-n1c(SCC(=O)NC(C)(C)C)nnc1-c1ccco1	-0.2%	-20.1%	5.1%
O=c1c2sc3ccccc3c2n(Cc2cccc(C(F)(F)F)c2)c(=O)n1-c1ccccc1	.	?	-5.8%
O=C(O)CC1C(=O)NCCN1CCCc1ccccc1 (configuration not stated)	19.7%	12.8%	-7.4%
CCCn1c(=O)c2ccccc2n2c(=S)[nH]nc12	-4.2%	-17.7%	0.8%
COc1cc2c(cc1NC(=O)C(C)Oc1ccccc1)oc1ccccc12 (configuration not stated)	.	14.6µM*	0.4%
NC(=O)C1CCN(c2oc(/C=C/c3ccccc3)nc2S(=O)(=O)c2ccccc2)CC1	23.1%	-5.5%	-6.0%

Three compounds drawn at random from those above:
SMILES	N370S GC	DT40 TDP1 CPT	FEN1 inh
CCCn1c(=O)c2ccccc2n2c(=S)[nH]nc12	-4.2%	-17.7%	0.8%
COc1cc2c(cc1NC(=O)C(C)Oc1ccccc1)oc1ccccc12 (configuration not stated)	.	14.6µM*	0.4%
COc1ccccc1-n1c(SCC(=O)NC(C)(C)C)nnc1-c1ccco1	-0.2%	-20.1%	5.1%

7 compounds from above, reduced to DT40 TDP1 CPT.
Molecule	DT40 TDP1 CPT
O=C1CCC([N+](=O)[O-])C(c2ccc3c(c2)OCO3)N1 (configuration not stated)	-4.7%
Cc1cc(C(=O)NN=Cc2ccc(OC(=O)c3ccco3)cc2)c(C)o1	?
COc1ccccc1-n1c(SCC(=O)NC(C)(C)C)nnc1-c1ccco1	-20.1%
O=c1c2sc3ccccc3c2n(Cc2cccc(C(F)(F)F)c2)c(=O)n1-c1ccccc1	?
O=C(O)CC1C(=O)NCCN1CCCc1ccccc1 (configuration not stated)	12.8%
CCCn1c(=O)c2ccccc2n2c(=S)[nH]nc12	-17.7%
COc1cc2c(cc1NC(=O)C(C)Oc1ccccc1)oc1ccccc12 (configuration not stated)	14.6µM*

Going on with the list:
SMILES	N370S GC	DT40 TDP1 CPT	FEN1 inh
CC(CNC(=O)c1ccc(NC2=NC3CS(=O)(=O)CC3S2)cc1)c1ccccc1 (configuration not stated)	-3.4%	6.3%	0.8%
Cc1cc(-n2c(C)cc(C(=O)CSc3[nH]c(=O)cc(C(F)(F)F)c3C#N)c2C)no1	.	-30.2%	12.3%
C[C@@H]1CN([C@@H](C)CO)C(=O)c2cccc(NS(C)(=O)=O)c2O[C@H]1CN(C)CC1CCCCC1	.	-20.0%	3.4%
CCOc1ccc(S(=O)(=O)N2CCCC(C(=O)NCc3ccccn3)C2)cc1 (configuration not stated)	-1.6%	5.0%	1.8%
Cc1ccc(NS(=O)(=O)c2ccc(OCC(=O)Nc3cccc([N+](=O)[O-])c3)c(C)c2)cc1	1.7%	?	-19.4%
COc1ccc(Cl)cc1S(=O)(=O)N1CCC(C(=O)NC2CCCC2)CC1	-14.5%	-11.2%	-4.5%
Cc1nc2nc[nH]c2cc1Br	4.4%	-0.7%	2.9%
C#Cc1ccc2c(c1)COc1c3ccccc3nn1-2	.	10.3µM*	-26.6%
CC12CC(NC(=O)N1c1cccc(C(=O)N3CCCCC3)c1)c1ccccc1O2 (configuration not stated)	-0.3%	-0.4%	4.9%
COCC(=O)N1CCC[C@@]2(CCN(Cc3ccccc3)C2)C1	1.0%	-8.9%	.
Cc1nn(CC(=O)NCCCN2CCCCC2C)c(=O)c2cccn12 (configuration not stated)	-2.9%	-0.6%	-6.7%
O=C(O)c1cc([N+](=O)[O-])ccc1Nc1ccccc1	8.4%	-0.9%	2.4%
Cc1nn2c(C)c(C(=O)N3CCN(c4ccccc4F)CC3)cnc2c1-c1ccc(F)cc1	.	?	-15.1%
COc1ccc(C(=O)CC(=O)c2ccccc2O)cc1	25.8%	?	0.1%
COCCC(=O)N1CCC(Oc2ccc(C(=O)NCCSC)cc2)CC1	-11.2%	-9.9%	12.9%
Cc1ccc2cc(C(c3nnnn3C3CCCC3)N3CCN(c4ccc(F)cc4)CC3)c(=O)[nH]c2c1 (configuration not stated)	?	?	10.3%
CCc1ccc(C(=O)c2cn(CC(=O)Nc3cc(OC)ccc3OC)c3nc(C)ccc3c2=O)cc1	.	?	-6.8%
Cc1ccn2cc(-c3nonc3C)cc2c1	2.3%	-10.2%	11.4%
COc1ccc2cc(C(c3nnnn3Cc3ccccc3)N3CCCCCC3)c(=O)[nH]c2c1 (configuration not stated)	9.0%	?	-11.9%
O=C(CSc1nn(-c2ccccc2)c(=S)s1)NC1CCS(=O)(=O)C1 (configuration not stated)	21.3%	-25.1%	-3.7%
COCCn1ccc2c(OCC(=O)Nc3cccc(OC)c3)cccc2c1=O	.	?	-11.2%
CN1CCN(/N=C/c2c3ccccc3c(Cl)c3ccccc23)CC1	?	?	-25.5%
Nc1nccnc1C(=O)OCC(=O)NCCc1ccc(Cl)cc1	.	-22.1%	3.8%
O=C(NCc1nnc2c(C(F)(F)F)cc(Cl)cn12)c1ccc2c(c1)OCO2	-0.8%	-20.6%	1.2%
CCN(C(=O)COC(=O)c1c(-c2ccccc2)noc1C)C1CCS(=O)(=O)C1 (configuration not stated)	3.0%	-17.2%	1.5%
O=C(Nc1ccccc1)OCCOc1ccccc1Br	-6.0%	?	?
COc1ccc(-c2nc3ccccc3s2)cc1NC(=O)COc1cccc(C)c1	.	?	?
CC(C)(C)OC(=O)C[C@H]1C/C=C\C[C@@H](CC(=O)N(CCO)Cc2ccccc2)C(=O)N[C@@H](Cc2ccccc2)COC1=O	.	?	-1.7%
COc1ccc(CSc2ncn[nH]2)cc1[N+](=O)[O-]	-2.8%	2.0%	1.0%
Cc1ccc(S(=O)(=O)/N=C(/c2ccccc2)N(C)C)c(C)c1	-0.5%	5.3%	-0.6%
O=C(COc1ccc2ccccc2c1)NNC(=O)C(=O)Nc1ccccc1	-0.4%	-17.4%	15.2%
COc1ccccc1N1CCN(c2ccc(Cl)nn2)CC1	-5.6%	5.8%	-17.7%
Cc1ccc(C(=O)NCCCNC(=O)COc2ccc(Cl)c(C)c2)cn1	-11.9%	?	-2.3%
CCCCCCOC(=O)c1ccccc1NC(=O)/C=C/C(=O)O	21.6%	16.4µM*	10.0%
Oc1ccc2[nH]cnc2c1CN1CCCCC1	-4.3%	-78.3%	-4.4%
COc1ccccc1S(=O)(=O)c1c(C)cc(C)[nH]c1=O	-5.3%	0.1%	-7.7%
NC(=S)Nc1ccc2c(c1)OCO2	-10.8%	-6.6%	-12.4%
O=C(COc1cccnc1[N+](=O)[O-])Nc1ccc(S(=O)(=O)N2CCOCC2)cc1	-4.7%	10.2%	-3.9%
CC(=O)N1c2ccc(Cl)cc2C2C=CCC2C1c1cccc2ccccc12 (configuration not stated)	4.3%	23.1µM*	?
CCC1(c2ccc(Cl)cc2)NC(=S)N(c2ccc(C)c(C)c2)N1 (configuration not stated)	0.9%	4.7%	-20.8%
CCCCn1c(SCC(=O)Nc2nnc(CC)s2)nc2c1c(=O)n(C)c(=O)n2C	3.8%	23.1µM*	-13.8%
CSc1sc(C)cc1C1C(C#N)=C(N)N(c2cccnc2)C2=C1C(=O)CC(C)(C)C2 (configuration not stated)	-5.4%	-7.6%	-2.0%
Brc1ccc(CNCC2CCCO2)cc1 (configuration not stated)	-17.4%	-10.7%	3.5%
Cc1c(NC(=O)C(C)n2cc([N+](=O)[O-])cn2)c(=O)n(-c2ccccc2)n1C (configuration not stated)	6.5%	-15.3%	5.9%
COc1ccc(C)cc1NC(=O)CN1CCN(S(=O)(=O)c2ccc(Cl)cc2)CC1	2.6%	?	-4.8%
CCN(C(=O)c1cnc(NC(C)C)cc1C(F)(F)F)c1ccc(Cl)cc1Cl	-7.0%	8.2µM*	8.3%
CC1=C(C(=O)NC2CCC(C)CC2)C2(CCC(C)CC2)OC1=O (configuration not stated)	-7.3%	-1.1%	-1.6%
Cc1cc(NC(=O)CCc2ccc(-c3ccccc3)o2)no1	-0.8%	-21.1%	-11.6%
CCCCN(C(=O)CSc1nnc(Nc2ccc(C)c(C)c2)s1)c1c(N)n(Cc2ccccc2)c(=O)[nH]c1=O	-13.1%	18.4µM*	12.6%
O=C(NCCCN1CCCC1)c1cccc(N2CCCC2=O)c1	0.6%	-2.9%	-0.5%
CSc1nc(N)c2ncn([C@H]3O[C@H](COP(=O)(O)OP(=O)(O)OP(=O)(O)O)[C@@H](O)[C@@H]3O)c2n1	-3.6%	-0.4%	.
CCc1noc(C)c1C(=O)N1CCN(c2cccc(C)c2C)CC1	3.3%	?	-11.6%
CCC/C(O)=C1\C(=O)CC(c2ccccc2)CC1=NC (configuration not stated)	13.1%	5.6%	-1.8%
CCN1CCN(c2ccc(S(=O)(=O)N3CCCCC3)cc2NC(=O)c2ccc(C)c(C)c2)CC1	.	?	-23.5%
Cc1cc(C)c2c(N)c(C(=O)c3ccccc3)oc2n1	-26.7%	-2.7%	?
N#Cc1ccccc1NC(=O)Cn1cnc2onc(-c3cccc(F)c3)c2c1=O	.	-1.5%	7.7%

Other entries follow:
SMILES	N370S GC	DT40 TDP1 CPT	FEN1 inh
Cc1ccc(OCC(=O)NNC(=O)CSc2ncc(C#N)c(N)n2)cc1	-5.4%	-12.3%	11.0%
COc1ccc(CNc2nc(NCc3ccc(OC)cc3)c3ncn(C4CCCC4)c3n2)cc1	.	3.26µM*	9.6%
COc1ccc(-n2c(=O)c3c4c(sc3n(CC(=O)NC3CCCC3)c2=O)CCCC4)c(OC)c1	-1.0%	-9.4%	11.6%
O=C(N/C(=C/C=C/c1ccccc1)C(=O)N1CCCCC1)c1ccc([N+](=O)[O-])cc1	6.2%	?	4.9%
COc1ccc(OC)c(NC(=S)N(CCc2c(C)[nH]c3ccc(C)cc23)Cc2cccs2)c1	11.1%	?	5.1%
O=C(c1cccc(S(=O)(=O)N2CCN(c3ccccc3)CC2)c1)N1CCCC(C(F)(F)F)C1 (configuration not stated)	-1.8%	7.31µM*	3.5%
COc1cccc(OCc2nc3ccccc3n2CCOc2ccccc2C)c1	.	?	-20.6%
CC1CCCCC1NC(=O)COC(=O)c1ccc2c(c1Cl)C(=O)c1ccccc1C2=O (configuration not stated)	3.6%	-3.8%	-15.5%
CCOC(=O)c1cnc2c(ccc3ccccc32)c1Nc1ccccc1O	.	20.6µM*	-5.0%
